GlmU inhibition = inhibition of mycobacterial GlmU enzyme – biochemical, glucosamine-1-phosphate acetyltransferase (AID 1376). M. tuberculosis GlmU acetyltransferase enzyme assay; higher % means a stronger effect. one-dose inhibition, %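 (tested at 30 µM in the primary screen)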; IC50 in µM for titrated hits. actives 0.25% (n = 220,000); in the data active = inhibition above about 13%;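 note: 0% = complete reaction with vehicle and 100% = reaction without substrate; strong numbers were not always called active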
RmlCD inh 1536 = M. tuberculosis RmlC/RmlD inhibition. inhibition, % at 3.6 µM. RmlC+RmlD coupled enzyme assay, percent inhibition; primary screen in compound mixtures. actives 0.03% (n = 160,000). P9WH09+P9WH11; in the data active = inhibition mostly above about 34%, no sharp cut-off; note: some results filed as inactive read as strong as hits
Target sequence (P9WH09 whole entry, looked up): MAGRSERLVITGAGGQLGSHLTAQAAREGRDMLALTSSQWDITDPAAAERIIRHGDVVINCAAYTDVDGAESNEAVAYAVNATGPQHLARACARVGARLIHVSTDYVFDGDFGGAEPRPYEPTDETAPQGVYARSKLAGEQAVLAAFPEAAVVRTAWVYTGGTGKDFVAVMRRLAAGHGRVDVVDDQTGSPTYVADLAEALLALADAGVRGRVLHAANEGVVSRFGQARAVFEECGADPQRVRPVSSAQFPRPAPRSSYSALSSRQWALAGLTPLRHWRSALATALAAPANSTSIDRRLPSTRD
Target sequence (P9WH11 whole entry, looked up): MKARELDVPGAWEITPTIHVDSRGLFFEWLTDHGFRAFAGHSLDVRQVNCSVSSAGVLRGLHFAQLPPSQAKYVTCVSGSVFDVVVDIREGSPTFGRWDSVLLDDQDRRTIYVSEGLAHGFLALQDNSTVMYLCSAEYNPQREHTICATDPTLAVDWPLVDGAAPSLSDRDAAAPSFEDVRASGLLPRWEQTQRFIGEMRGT
* = called active by the depositor; . = no result given.

SMILES	GlmU inhibition	RmlCD inh 1536
O=C(CCN1C(=O)C2(OCCO2)c2ccccc21)c1ccccc1	2.2%	22.2
C/C(=N\N=C1\NC(=O)C(Cc2ccccc2)S1)c1ccccc1 (stereo unspecified)	2.6%	-9.9
C=CCOC(=O)C1=C(C)NC(C)=C(C(=O)OCC=C)C1c1ccco1	-5.0%	6.0
N=C1C(c2nc3ccccc3c(=O)[nH]2)=C(O)CN1CCc1ccccc1	-6.8%	11.1
COC(=O)C1=C(N)Oc2c(oc(CO)cc2=O)C1c1ccccc1F (stereo unspecified)	0.6%	-9.1
CC(=O)Nc1ccccc1OCC(=O)c1ccc2c(c1)OCO2	-0.3%	10.9
CNC(=O)c1c(NC(=O)c2cc(-c3cc(C)c(C)cc3O)n[nH]2)sc2c1CCCC2	4.3%	.
CC(NC(=O)c1noc2c1CCCC2)c1ccccc1 (stereo unspecified)	6.7%	42.3
CC(O)CNc1nc2ccccc2n1CC(=O)NCC(F)(F)F (stereo unspecified)	-1.2%	-10.4
Cc1cc(C)c2c(NC(=S)Nc3ccccc3)n[nH]c2n1	1.4%	-1.1
O=C(CN(Cc1ccc(F)cc1)C(=O)CCC(=O)Nc1ccccn1)NCc1ccco1	-0.1%	8.6
Cc1ccc(/C=N/n2nnnc2N)cc1[N+](=O)[O-]	1.7%	-5.9
CC(=O)NC(CCS(C)(=O)=O)C(=O)Nc1ccc(Cl)c(Cl)c1 (stereo unspecified)	7.5%	-10.3
CCCS(=O)(=O)C/C(N)=N/OC(=O)c1ccc(Cl)cc1	3.4%	-10.5
O=[N+]([O-])c1ccc(O)c(/C=N/Nc2ccc(Cl)nn2)c1	2.2%	9.7

Entries shown so far with a furan ring, fused or not (2):
SMILES	GlmU inhibition	RmlCD inh 1536
C=CCOC(=O)C1=C(C)NC(C)=C(C(=O)OCC=C)C1c1ccco1	-5.0%	6.0
O=C(CN(Cc1ccc(F)cc1)C(=O)CCC(=O)Nc1ccccn1)NCc1ccco1	-0.1%	8.6

Carrying on:
SMILES	GlmU inhibition	RmlCD inh 1536
COc1ccc(C(=O)C2CCCN(Cc3ccc(C#CCCO)cc3)C2)c(OC)c1 (stereo unspecified)	0.1%	-2.2
CCCCN1C(=O)/C(=C/C=C2/CC(C)(C)CN2C)SC1=S	-1.9%	4.7
O=C(CCC1CCCN(C(=O)Cn2cnnn2)C1)NCc1ccc(F)c(F)c1 (stereo unspecified)	1.4%	.
CCOc1cc(C2C(C(=O)O)c3cc(OCC)c(OCC)cc3C(=O)N2C)ccc1O (stereo unspecified)	-5.0%	-9.1
Cc1nc2ccc(NC(=O)c3ccc(N4C(=O)CCC4=O)cc3)cc2s1	1.9%	8.3
Cc1nc(N2CCOCC2)c2c3c(sc2n1)CCC3	7.0%	9.3
CCCCN(C(=O)NC(=O)Nc1c(C)cc(C)cc1C)S(C)(=O)=O	-7.8%	3.6
Cc1cc(-c2nnnn2-c2ccc(F)cc2)no1	1.2%	-8.4
Clc1ccc(CN2CCN(c3ccccc3)CC2)cn1	-0.6%	.
COc1ccc(CC(=O)N2CC(C)CC(C)C2)cc1 (stereo unspecified)	2.5%	12.7
O=C(COc1ccccc1C(=O)NCc1ccccn1)Nc1ccc(Br)cc1	7.8%	5.6
Cc1cccc(C(=O)NN2C(=O)C3C(c4ccccc4)C=CC(c4ccccc4)C3C2=O)c1 (stereo unspecified)	-5.3%	.
COCCCNC(=O)c1ccc(N2CCOCC2)c(NS(=O)(=O)c2ccc(OC)cc2)c1	-1.8%	-11.0
Cc1cc(N2CCOCC2)ccc1/C=C1\SC(=O)N(C(C)C)C1=O	3.5%	.
O=C(O)CN(c1ccc(F)cc1)S(=O)(=O)c1ccc2c(c1)OCCO2	-0.1%	.
Cc1cc(Nc2ccccc2)n(CCOC(=O)COc2ccccc2)n1	-2.4%	.
COc1ccc(OCCSc2nc3ccccc3n2CC(=O)O)cc1	-1.9%	-9.9
O=C(NNS(=O)(=O)c1ccccc1F)c1cccc(S(=O)(=O)N2CCOCC2)c1	2.1%	2.0
CCOC(=O)c1ccc(NC(=S)N(CCCN(CC)CC)Cc2ccco2)cc1	1.5%	-7.9
COc1ccc(NC(=O)CSc2nnc3n2CCCCC3)cc1	4.9%	.
Cn1c(C(=O)NCCc2ccsc2)cc2c(=O)n(C)c3ccccc3c21	8.1%	12.7
COc1cccc(NC(=O)CC2COc3ccccc3O2)c1 (stereo unspecified)	-2.5%	.
C=CCN1CCc2nc(N)sc2CC1	-5.3%	.
S=c1[nH]nc(-c2ccc(Cl)cc2Cl)n1-c1ccc2c(c1)OCCO2	0.1%	-15.2
O=C1C2CCCCN2C(=O)N1CCCCN1CCN(c2ccc([N+](=O)[O-])cc2)CC1 (stereo unspecified)	-0.7%	9.6
COC(=O)c1ccc(CSc2ccc3nnc(-c4cccnc4)n3n2)o1	-5.4%	.
CCN1C(=O)C(CC(=O)Nc2ccc(F)cc2)N(Cc2cccs2)C1=S (stereo unspecified)	-4.0%	-6.4
CN(C)CCCN(C(=O)CCc1ccccc1)c1nc2c(F)cccc2s1	-3.8%	10.8
CC(C)CN1CCN(Cc2cc(F)ccc2-n2cccn2)CC1CCO (stereo unspecified)	2.8%	11.8
C=CCc1cccc2cc(C(=O)NCCOC)c(=O)oc12	0.7%	5.2
Cc1ccc(/C(N)=N/OC(=O)COc2ccc(Cl)c(C)c2)cc1	2.8%	-11.6
COc1ccc2c(c1)CC/C(=C\Nc1ccc3c(c1)OCO3)C2=O	-3.7%	-2.9
C/C(=N\NC(=O)Cn1nc(C)cc1C)c1ccc([N+](=O)[O-])cc1	1.8%	.
COc1cc(C(=O)NC(=S)Nc2ccc(N3CCCC3)cc2)cc(OC)c1OC	-13.5%	42.8
CC(C)CC(=O)/C(=C\c1ccc(Cl)cc1Cl)n1cncn1	2.4%	7.2
CCCC1(C)SC(NC(C)=O)=NN1C(C)=O (stereo unspecified)	-4.3%	32.5
O=C(CSc1nc2ccccc2s1)Nc1ccc(N2CCOCC2)c(Cl)c1	0.7%	-7.9
O=C(OCC(=O)N1CCc2ccccc2C1)c1cc(=O)[nH]c2ccccc12	-2.7%	.
COc1ccc2oc(=O)c(C(=O)NCc3cccnc3)cc2c1	-1.1%	5.4
CC(C)Cn1c(N)c(C(=O)COC(=O)c2ccc(O)cc2)c(=O)n(C)c1=O	-0.1%	-6.8
CCN1CCN(C(c2cccs2)C(C)NC(=O)c2c(F)cccc2F)CC1 (stereo unspecified)	-0.5%	-4.7
COC(=O)CON1C(=O)c2ccccc2C1=O	1.0%	18.4
OC1(c2ccccc2)CCN(Cc2ccccc2)C2CCCCC21 (stereo unspecified)	-4.8%	5.7
Cc1occc1-c1nnc(SCC(=O)Nc2ccccc2-c2ccccc2)n1C	4.2%	-3.7
COc1cc(OC)cc(C(=O)N[C@H](C(=O)OCC(=O)Nc2cccc(F)c2)C(C)C)c1	-3.0%	-8.3

Retrieved by structure from above, 2 records:
SMILES	GlmU inhibition	RmlCD inh 1536
COc1cc(C(=O)NC(=S)Nc2ccc(N3CCCC3)cc2)cc(OC)c1OC	-13.5%	42.8
Cc1ccc(/C(N)=N/OC(=O)COc2ccc(Cl)c(C)c2)cc1	2.8%	-11.6

(further entries)
SMILES	GlmU inhibition	RmlCD inh 1536
CCN(CC)C(=O)c1ccc2nc3ccccc3nc2c1	2.0%	.
CCN(CC)C(=S)SSC(=S)N(CC)CC	85µM*	.
COc1ccccc1CNC(=O)CC1Sc2ccccc2NC1=O (stereo unspecified)	-0.4%	3.4
CCOC(=O)C1=C(C)N(C)C(=S)N(C)C1c1ccc(OC)cc1 (stereo unspecified)	-2.3%	34.9
O=C1c2oc3ccc(Cl)cc3c(=O)c2C(c2cccc(Br)c2)N1CCO (stereo unspecified)	-0.8%	1.0
Cc1ccc(/C=N/NC(=O)NN(C)c2ncc(C(F)(F)F)cc2Cl)cc1	-6.3%	.
NS(=O)(=O)c1ccc(NC(=O)COC(=O)CSc2n[nH]c(-c3ccccc3)n2)cc1	6.4%	.
CC(=O)Nc1ccc(S(=O)(=O)N(CCCN2CCOCC2)Cc2cccs2)cc1	-1.6%	62.9
NC(=S)NNc1cccc(Cl)c1	-2.0%	3.8
COc1ccc(-c2nnn(CC(=O)N(CCCO)C(C(=O)NC3CCCC3)c3ccc(F)cc3)n2)cc1 (stereo unspecified)	-5.9%	-13.6
Cc1ccc(-c2nn3c(C)nnc3s2)cc1NC(=O)C(C)C	2.9%	-6.2
O=C(NCc1ccccn1)C1(C(F)(F)F)C/C(=C\CCO)CCCO1 (stereo unspecified)	-2.1%	.
Cc1ccc(N=C2NC(=O)C(CC(=O)NCc3ccccc3)S2)cc1C (stereo unspecified)	3.0%	74.9
CCC1(c2ccccc2)NC(=O)N(CC(=O)N2CCN(S(=O)(=O)c3ccccc3)CC2)C1=O (stereo unspecified)	7.7%	4.6
CCOC(=O)N1CCC(NC(=S)Nc2ccc3nc(N4CCN(C)CC4)cc(C)c3c2)CC1	-0.6%	-11.6
CC(C)N(Cc1cc2ccccc2[nH]c1=O)C(=O)c1cccnc1	0.8%	.
CCOC(=O)c1c(NC(=O)CSc2nnc(-c3ccco3)o2)sc(C)c1C	-1.0%	24.0
Cc1ccc(OCC(=O)c2cc(C)n(CC(F)(F)F)c2C)c([N+](=O)[O-])n1	-2.4%	.
CC1CCCN(c2cc(N(C)CCO)c([N+](=O)[O-])c3nonc23)C1 (stereo unspecified)	3.4%	4.9
COc1coc(C(O)CN)cc1=O (stereo unspecified)	2.9%	.
CCCn1c(SCC(=O)C(C)(C)C)nc2ccccc21	-1.4%	2.3
O=C(O)CCC(=O)Nc1ccc(Cc2ccc(NC(=O)CCC(=O)O)c(O)c2)cc1O	-0.1%	-4.8
CC(C)C(=O)NCCCc1ccccc1	1.4%	.
O=C(NCCN1CCN(c2ccccc2)CC1)c1ccc(NC(=O)C2CCCO2)cc1 (stereo unspecified)	-1.1%	.
CCN(CC)CCN(C(=O)Cn1nnc(-c2ccc(OC)c(OC)c2)n1)C(C(=O)NC1CCCC1)c1ccc(F)cc1 (stereo unspecified)	-0.8%	.
O=C(NCCN1C(=O)C2C3C=CC(C3)C2C1=O)NCc1ccccc1 (stereo unspecified)	-0.2%	10.2
Cc1ccccc1Nc1nc(N)nc(COC(=O)c2ccc(S(=O)(=O)N(C)C)cc2)n1	-4.5%	.
CC(C)n1c(=O)[nH]c2cc(C(=O)Nc3ccccc3)ccc21	3.9%	-2.4
Cc1cc(NC(=O)C2C3C(=O)N(c4cccnc4)C(C(=O)NC(C)(C)C)C34C=CC2(C)O4)no1 (stereo unspecified)	3.7%	10.1
Cc1cc(C)c(C#N)c(SCSCc2ccccc2)n1	0.7%	.
COc1cccc(/C=N/NC(=O)CCc2ccccc2)c1	-0.9%	-8.7
O=C(Nc1ccc(F)cc1)NC1CCN(Cc2c(F)cccc2Cl)CC1	-4.7%	1.8
CC(=O)NCc1cc(-c2nn(C)c(=O)c3ccccc23)ccc1C	0.8%	.
Cc1ccc(CN2CC(C(=O)Nc3ccc4c(C)cc(=O)oc4c3)CC2=O)cc1 (stereo unspecified)	2.4%	-0.5
CCN(CC)C(=O)CSc1nnc(-n2nc(C)cc2C)c2ccccc12	1.9%	11.2
COc1ccc(CCNC(=O)C2CCCN(C(=O)N(C)C)C2)c(OC)c1 (stereo unspecified)	-2.3%	.
O=C(NCCC1=CCCCC1)C1CC(=O)N(C2CCCCC2)C1 (stereo unspecified)	3.4%	22.2
COC(=O)c1cc2c(s1)CS(=O)C2 (stereo unspecified)	4.7%	52.6
Cc1ccccc1NC(=O)N(CCc1nc2ccccc2[nH]1)Cc1ccccc1	0.9%	.
CCOC(=O)N1CCN(C(=O)c2ccc3c(=O)n(Cc4ccc(OC)cc4)c(=S)[nH]c3c2)CC1	0.0%	-1.1
COC(=O)C1NN=C(C(=O)c2ccccc2)C1c1ccccc1 (stereo unspecified)	-3.2%	-4.5
Cc1nc(C)c(C(=O)Nc2ccccc2)s1	-4.3%	11.1
O=C(Nc1ccccc1C(=O)N1CCOCC1)c1cccnc1	4.9%	.
COc1ccccc1NC(=O)CN1C(=O)CSC(C)C1=O (stereo unspecified)	-0.8%	6.3
CCOC(=O)c1cnc2ccc(C)cc2c1Nc1ccc(N2CCOCC2)cc1	-0.8%	-13.4
C/C(=N\NS(=O)(=O)c1ccccc1)c1ccc2c(c1)OCO2	8.2%	4.5
CCOc1ccccc1N(CC(=O)NC1CCCCC1)C(=O)CCCC(=O)Nc1ccccn1	0.7%	7.0
O=C(COc1ccccc1)N1CCN(C(=O)Cc2ccccc2)CC1	5.8%	.
Cc1ccc(/C=N/NC(=O)NC23CC4CC(CC(C4)C2)C3)o1	.	-2.3
CC(=O)Nc1nc(CCN2C(=O)c3ccccc3C2=O)cs1	0.3%	-11.1
Brc1ccc(-c2csc(N3CCc4ccccc4C3)n2)cc1	2.7%	9.3

Of the compounds above, 12 contain a Cl atom.
SMILES	GlmU inhibition	RmlCD inh 1536
CC(=O)NC(CCS(C)(=O)=O)C(=O)Nc1ccc(Cl)c(Cl)c1 (stereo unspecified)	7.5%	-10.3
CCCS(=O)(=O)C/C(N)=N/OC(=O)c1ccc(Cl)cc1	3.4%	-10.5
O=[N+]([O-])c1ccc(O)c(/C=N/Nc2ccc(Cl)nn2)c1	2.2%	9.7
Clc1ccc(CN2CCN(c3ccccc3)CC2)cn1	-0.6%	.
S=c1[nH]nc(-c2ccc(Cl)cc2Cl)n1-c1ccc2c(c1)OCCO2	0.1%	-15.2
Cc1ccc(/C(N)=N/OC(=O)COc2ccc(Cl)c(C)c2)cc1	2.8%	-11.6
CC(C)CC(=O)/C(=C\c1ccc(Cl)cc1Cl)n1cncn1	2.4%	7.2
O=C(CSc1nc2ccccc2s1)Nc1ccc(N2CCOCC2)c(Cl)c1	0.7%	-7.9
O=C1c2oc3ccc(Cl)cc3c(=O)c2C(c2cccc(Br)c2)N1CCO (stereo unspecified)	-0.8%	1.0
Cc1ccc(/C=N/NC(=O)NN(C)c2ncc(C(F)(F)F)cc2Cl)cc1	-6.3%	.
NC(=S)NNc1cccc(Cl)c1	-2.0%	3.8
O=C(Nc1ccc(F)cc1)NC1CCN(Cc2c(F)cccc2Cl)CC1	-4.7%	1.8

High-throughput results: PubChem BioAssay, several laboratories

These rows are one share of the data (hit frequency here may not be typical).
